From PubChem
MITF TRPM1 inh = inhibitors of MITF-driven TRPM1 promoter in melanoma cells; SK-MEL-5 TRPM1 promoter luciferase, 24 h; inhibition, % at 12.5 µM; 330,000 tested, 0.83% active; AID 488899;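 active means mean inhibition across replicates of 60% or more, whatever share of single replicates reaches that level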; further: values of inactives mirror those of a sister screen read the other way
Vif imaging = inhibitors of HIV Vif; HEK293T cells, Vif self-association by quenched fluorescence, imaging, 24 h; inhibition, % at 7.49 µM; 340,000 tested, 0.35% active; in the data active means inhibition above about 50%, passing the limit was not always enough; further: some results filed as inactive read as strong as hits
NR2E3 ag-1 = agonists of human NR2E3 nuclear receptor; Q9Y5X4; CHO-S Gal4-NCOR/VP16-NR2E3 two-hybrid, luciferase; inhibition of corepressor binding, % at 3.98 µM; 360,000 tested, 0.35% active; AID 602229;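 active means inhibition above the mean of all tested compounds plus 3 SD, cut at about 70% in these data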;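 further: 0% = DMSO with NR2E3 transfected cells and 100% = cells lacking NR2E3 construct; higher means lower luciferase signal from less NR2E3 corepressor binding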
Target sequence (Q9Y5X4 whole entry, looked up, the tested form may be a part): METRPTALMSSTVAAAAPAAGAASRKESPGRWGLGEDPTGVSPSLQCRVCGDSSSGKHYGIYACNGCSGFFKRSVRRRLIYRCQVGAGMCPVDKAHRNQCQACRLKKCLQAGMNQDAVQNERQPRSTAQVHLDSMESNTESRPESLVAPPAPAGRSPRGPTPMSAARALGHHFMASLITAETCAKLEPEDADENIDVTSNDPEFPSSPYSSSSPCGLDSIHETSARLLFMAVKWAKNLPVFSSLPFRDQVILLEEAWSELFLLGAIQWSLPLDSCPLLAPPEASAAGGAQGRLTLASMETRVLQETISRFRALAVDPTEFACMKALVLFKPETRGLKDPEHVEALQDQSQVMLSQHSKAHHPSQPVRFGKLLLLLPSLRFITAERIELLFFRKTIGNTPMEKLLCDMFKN
Peg3 prom inh = reduces Peg3 promoter-driven luciferase expression in HeLa | HeLa PEG-Prom luciferase reporter, luminescence, overnight | inhibition, % at 20 µM | 360,000 tested, 1.7% active;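 active means inhibition of at least 50% at 20 µM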
CaV13 ICDI inh = Disruptors of the CACNA1D IQ motif to Ca2+-dependent inactivation inhibitor domain association, primary screening, Förster resonance energy transfer in intact living …; HEK cells, CFP/YFP FRET ICDI-IQ, plate reader, 10 min; percent FRET-ratio fall versus neutral wells; inhibition, % at 12.3 µM; 340,000 tested, 0.098% active; AID 743397;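 active means mean replicate inhibition of at least 30% and at least 1% of replicates passing that level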;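 further: 0% = median of the neutral control wells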
Shn3 inh set2 = Schnurri-3 reporter inhibition in Clone20 osteoblasts; Clone20 osteoblast Shn3 3'UTR firefly luciferase, 24 h; inhibition, % at 12.5 µM; 360,000 tested, 0.52% active; AID 588674;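 active means mean inhibition of at least 75% with every replicate also reaching 75%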;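 further: 0% = median of neutral control wells and 100% = pilot-screen positive control compound; some compounds past the cut are filed as inactive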
NR2E3 ag-2 = NR2E3 (human) agonism; Q9Y5X4; GST-NR2E3/biotin-RetCOR TR-FRET, 1536-well; inhibition of corepressor binding, % at 4.78 µM; 320,000 tested, 0.12% active; AID 2300;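 active means percent inhibition above the cutoff of mean plus 3 SD of all tested compounds, set per screening campaign, cut at about 20% in these data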;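 further: 0% = DMSO wells and 100% = biotin wells as full block of FRET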
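Format: 1536-well format; test system: GST-NR2E3 and biotin-RetCOR proteins; read-out basis: percent inhibition of TR-FRET ratio; timing: 5 h incubation at 4 °C; detection: time-resolved FRET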
PDI turbidity = inhibitors of human protein disulfide isomerase; P07237; PDI insulin aggregation turbidity, A650, 90 min; inhibition, % at 10 µM; 350,000 tested, 0.052% active;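 active means mean inhibition across replicates of 30% or more, whatever share of single replicates reach that level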;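 further: absorbance from insulin aggregation driven by PDI reduction with DTT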
Target sequence (P07237 whole entry, looked up): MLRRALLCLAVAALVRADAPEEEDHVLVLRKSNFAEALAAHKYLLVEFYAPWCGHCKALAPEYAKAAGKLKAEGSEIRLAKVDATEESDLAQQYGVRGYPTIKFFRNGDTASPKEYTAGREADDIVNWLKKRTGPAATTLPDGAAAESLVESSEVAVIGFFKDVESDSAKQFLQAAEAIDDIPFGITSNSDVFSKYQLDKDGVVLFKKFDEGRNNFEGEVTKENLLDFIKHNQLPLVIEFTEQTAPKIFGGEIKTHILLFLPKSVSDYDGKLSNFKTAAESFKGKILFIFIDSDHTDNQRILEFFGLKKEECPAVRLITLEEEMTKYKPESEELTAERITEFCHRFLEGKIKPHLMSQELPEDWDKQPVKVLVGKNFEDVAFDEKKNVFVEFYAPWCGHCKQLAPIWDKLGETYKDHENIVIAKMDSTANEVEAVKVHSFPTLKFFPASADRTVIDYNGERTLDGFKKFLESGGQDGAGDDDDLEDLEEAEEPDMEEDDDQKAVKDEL
HIF-2a inh = blocks HIF-2a reporter activity | 360,000 tested, 0.72% active | inhibition, % at 18.8 µM | 786-0 RCC cells HIF-2a reporter, luciferase luminescence, overnight | AID 624352;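 active means inhibition of the luminescence signal of 40% or more relative to plate controls, in a single-dose primary screen at 18.75 µM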
KKLEB cytotox = CF airway cell cytotoxicity counter-screen | activity change (cytotoxicity), % at 5 µM | 360,000 tested, 0.36% active | KKLEB CF airway cells viability, ATPlite luminescence, overnight; active compounds read low; cells stimulated with P. aeruginosa culture filtrate | AID 602141;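 active means corrected activity change at or below -50% at 5 µM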
CF NFkB inh = cystic fibrosis NF-kB activation inhibition. AID 588850. 360,000 tested, 0.86% active. inhibition, % at 5 µM. KKLEB NF-kB-GFP reporter, PAF-induced, GFP fluorescence overnight;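 active means at least 50% inhibition at 5 µM, scaled per plate between neutral and stimulator controls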;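 further: PAF is a Pseudomonas aeruginosa culture filtrate used as stimulus; plate controls were PAF-stimulated DMSO wells for no effect and unstimulated DMSO wells for full effect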
An asterisk follows results filed as active; nt = not tested or not shown.

SMILES | MITF TRPM1 inh | Vif imaging | NR2E3 ag-1 | Peg3 prom inh | CaV13 ICDI inh | Shn3 inh set2 | NR2E3 ag-2 | PDI turbidity | HIF-2a inh | KKLEB cytotox | CF NFkB inh
COCCN(C(=O)CCC(=O)Nc1cc(C)on1)C(C(=O)NC1CCCC1)c1ccccc1C (stereo not drawn) | 14 | 16 | -9 | -1 | 1 | -1 | -2 | 1 | 9 | -2 | -2
CC(NCc1cccnc1)c1ccccc1 (stereo not drawn) | -9 | 0 | -9 | 5 | -6 | -62 | 2 | 2 | 13 | 0 | -6
CCN1C(=O)c2cccc3c(S(=O)(=O)Nc4c(C)n(C)n(-c5ccccc5)c4=O)ccc1c23 | 9 | -9 | 8 | 9 | -5 | 1 | 1 | -1 | -3 | -6 | 8
O=C(c1nn2c(C(F)(F)F)cc(-c3ccccc3)nc2c1Cl)N1CCOCC1 | 12 | 1 | 2 | 4 | -5 | -6 | 4 | -2 | 8 | -2 | -5
O=C(NC1CCN(Cc2ccccc2)CC1)c1cccc(S(=O)(=O)Nc2ccc(Br)cc2)c1 | 17 | -30 | 7 | -16 | -5 | 37 | -1 | -5 | 8 | 0 | -9
COc1ccc(NC(=O)CCCn2nc(C)c3c(C)n(-c4ccccc4)nc3c2=O)cc1 | 11 | -4 | 9 | 13 | -3 | 14 | 3 | 11 | 7 | 6 | -5
Cc1ccn2cc(CNS(=O)(=O)c3cccs3)nc2c1 | -1 | -4 | -13 | -37 | -5 | -20 | -2 | -2 | -56 | 5 | 6
COC(=O)CC1(C(=O)OC)Oc2ccccc2C(=O)N1c1ccc(F)cc1F (stereo not drawn) | 6 | 12 | -2 | -7 | -4 | -18 | -3 | -1 | -4 | 5 | -7
COc1ccc(NC(=O)CSc2nnnn2-c2ccc(OC)cc2)cc1 | 3 | 1 | -6 | -3 | -4 | -9 | 0 | 7 | 6 | -2 | -4
CCN(CC)CCC(=O)N1c2ccccc2Sc2ccc(NC(=O)OC)cc21 | 3 | -4 | -23 | 11 | 1 | -5 | nt | -2 | 16 | 0 | 14
O=c1nc(Nc2ccccc2)oc2ccccc12 | -23 | -8 | -146 | -248 | -4 | -101 | -2 | 4 | -246 | -4 | 1
C[C@@H]1CN([C@H](C)CO)S(=O)(=O)c2ccc(Br)cc2O[C@H]1CN(C)C(=O)Nc1ccc(F)cc1 | nt | 4 | -19 | -5 | nt | -4 | nt | 1 | 6 | 20 | -22
CC1(C(=O)Nc2ccccc2F)CCN1C(=O)Cc1ccc(-c2ccccc2)cc1 (stereo not drawn) | nt | -11 | 20 | 18 | -5 | 33 | nt | -3 | 3 | 10 | -12
Cc1cccc(S(=O)(=O)N(C)C[C@@H]2OCc3cnnn3CCCC(=O)N([C@@H](C)CO)C[C@@H]2C)c1 | nt | 1 | -16 | 7 | -9 | 7 | nt | 8 | 8 | 1 | 5
COc1ccc(/C=C(/NC(=O)c2ccco2)C(=O)Nc2cccc(C(=O)O)c2)cc1 | -9 | 40 | 0 | -25 | -3 | -8 | 1 | -7 | -3 | -6 | 17
CCn1c(SCC(=O)N2CCc3ccccc32)nc2c(c1=O)SC(C)C2 (stereo not drawn) | nt | 11 | 2 | -3 | nt | 2 | -2 | nt | 13 | -12 | 16
Cc1nc(-c2ccccn2)nc(SCC(=O)N2CCOCC2)c1Cl | -12 | -6 | -29 | 7 | -4 | nt | -1 | 5 | 14 | -6 | -8
O=C(OCCCc1cc2ccccc2c(=O)o1)c1ccco1 | 1 | 3 | -26 | -31 | -5 | 0 | 2 | -2 | 0 | 2 | -15
COC(=O)[C@H](CC(C)C)NC(=O)Nc1ccc2c(c1)OCCO2 | 4 | nt | -37 | -22 | -6 | 14 | 2 | 14 | -10 | -1 | 16
CCN1CCN(c2ccc(S(=O)(=O)N3CCOCC3)cc2NC(=O)c2ccc(Cl)cc2Cl)CC1 | -8 | -1 | -8 | -1 | -6 | 7 | 1 | -3 | 6 | -6 | 9

Overlap with the part before: 2 entries; new compounds follow.
SMILES | MITF TRPM1 inh | Vif imaging | NR2E3 ag-1 | Peg3 prom inh | CaV13 ICDI inh | Shn3 inh set2 | NR2E3 ag-2 | PDI turbidity | HIF-2a inh | KKLEB cytotox | CF NFkB inh
COC(=O)[C@H](CC(C)C)NC(=O)Nc1ccc2c(c1)OCCO2 | 4 | nt | -37 | -22 | -6 | 14 | 2 | 14 | -10 | -1 | 16
CCN1CCN(c2ccc(S(=O)(=O)N3CCOCC3)cc2NC(=O)c2ccc(Cl)cc2Cl)CC1 | -8 | -1 | -8 | -1 | -6 | 7 | 1 | -3 | 6 | -6 | 9
O=S(=O)(NN=Cc1ccc(O)cc1O)c1cc(Cl)c(Cl)cc1Cl | 3 | -1 | -37 | -22 | -5 | -12 | nt | 13 | 10 | 12 | -25
O=C(Nc1cc(C(F)(F)F)ccc1-n1cncn1)c1ccc(F)cc1Cl | 5 | -3 | -17 | 5 | -6 | -22 | 1 | 3 | 14 | -12 | 12
COc1cccc(C(=O)NNC(=O)Cc2cccs2)c1 | 9 | 8 | -10 | 10 | -7 | 7 | 4 | -2 | -1 | 6 | 2
CCN(CCO)C(=O)C(c1ccccc1)c1ccccc1 | 4 | 2 | 21 | 14 | nt | -24 | -1 | 1 | 18 | -18 | 24
COc1cccc(OC)c1C(=O)Nc1ccc2c(c1)CCCN2S(=O)(=O)c1ccc(C)cc1 | 6 | 0 | -13 | 9 | -15 | 12 | -4 | -2 | 17 | -10 | 28
CCOc1ccc(S(=O)(=O)NCCC(=O)NC2CCC(C)CC2)cc1 (stereo not drawn) | 15 | 16 | -12 | 2 | -5 | 9 | nt | 6 | 1 | 16 | -15
COc1ccc([C@H]2CC(=O)C=C(c3cc4ccccc4c4ccccc34)C2)cc1 | -2 | -5 | -7 | 4 | -4 | 18 | -2 | -5 | -11 | -5 | 5
Oc1ccc(Nc2ncnc3scc(-c4ccccc4)c23)cc1 | 13 | 15 | 15 | 15 | -4 | -14 | -3 | 3 | 24 | -16 | 61*
Cc1ccccc1OCC(=O)NNC=O | 8 | 11 | -17 | 4 | -5 | -12 | 2 | -1 | 22 | 1 | -6
O=C(CCSc1nc(-c2ccco2)cc(C(F)(F)F)n1)N1CCCc2ccccc21 | 4 | -17 | 4 | 26 | nt | -8 | 2 | 8 | 19 | 6 | -4
O=C(N/C(=C\c1ccc(Br)cc1)C(=O)N1CCOCC1)c1ccccc1Cl | 12 | 13 | 17 | 14 | -11 | -1 | 3 | -2 | 15 | -6 | -8
CCN(CC)S(=O)(=O)c1ccc(Cl)c(NC(=O)COc2ccc3c(C)cc(=O)oc3c2)c1 | 5 | 6 | -9 | 14 | -3 | 5 | -1 | 14 | 14 | -7 | 21
COc1ccc(S(=O)(=O)Nc2ccc3c(c2)C(=O)N([C@H](C)CO)C[C@H](C)[C@@H](CN(C)C(=O)Nc2ccc(F)cc2)OCCCC[C@H](C)O3)cc1 | nt | -4 | -16 | 14 | -5 | -4 | nt | 13 | -2 | 0 | -4
C=CCNC(=S)NCCCCC1NC(=S)N(CC=C)C1=O (stereo not drawn) | -1 | 3 | -23 | 6 | -18 | -1 | 1 | 2 | 25 | -6 | 0
FC(F)(F)c1ccc(Cl)c(Nc2nnc(-c3ccncc3)s2)c1 | nt | nt | -18 | 0 | -5 | 0 | nt | -7 | -31 | 15 | -14
O=C(Nc1ccc2c(c1)oc1ccccc12)N1CCOCC1 | -56 | 4 | -75 | -259 | -4 | -41 | 1 | -2 | -257 | -12 | -4
Cc1cccc(-c2nc(-c3ccncc3)no2)c1 | -29 | 3 | -80 | -222 | 0 | -19 | -1 | 2 | -233 | -9 | -19
Nc1ccc(C(=O)c2ccccc2C(=O)O)cc1Cl | -3 | 55* | -15 | 1 | -7 | 8 | -2 | 20 | -1 | 7 | 5
Cc1cccc(C)c1NC(=O)Cc1cccs1 | -32 | -6 | 2 | 17 | -2 | -1 | 4 | -4 | 14 | 1 | 16
COc1ccc(CCN(C)C(=O)c2oc3ccccc3c2C)cc1OC | 16 | -12 | 2 | 1 | -14 | 21 | 0 | 7 | 2 | -4 | 18
Cc1cc(C(=O)CN2CCC(C)CC2)c(C)n1-c1ccc(F)cc1 | -65 | -4 | -123 | -208 | -15 | -44 | 1 | 7 | -131 | 8 | 8
O=C1C(=O)N(c2nccs2)C(c2ccccc2)/C1=C(\O)c1ccc2c(c1)OCCO2 (stereo not drawn) | 67* | 4 | 76* | 18 | nt | 7 | 11 | -12 | -54 | -13 | 37
CCCCNC(=O)c1onc(CSc2ccccc2F)c1C(=O)O | -19 | -7 | 9 | -4 | -10 | -4 | 2 | 0 | 11 | 5 | -2
O=c1c2[nH]cnc2n(-c2cccc(F)c2)c(=O)n1Cc1ccccc1 | -3 | -5 | -5 | 4 | -18 | -5 | 1 | 2 | 15 | -19 | 41
O=C(c1cc(=O)[nH]c2ccccc12)N1CCN(S(=O)(=O)c2ccc(Cl)cc2)CC1 | 3 | 1 | 17 | 28 | -5 | 0 | 3 | 5 | 9 | -11 | -13
CC(C)CCn1c2ccccc2c2cc(CC(N)=O)ccc21 | 12 | -3 | -1 | 25 | -1 | -18 | 0 | -12 | 20 | -25 | 0
CC(=O)c1ccc(N(C(=O)c2ccco2)C(C(=O)NC2CCCC2)c2cccs2)cc1 (stereo not drawn) | nt | -7 | -38 | -7 | -4 | -17 | 2 | 5 | -17 | 2 | -7
COC(=O)/C(C#N)=C/c1c[nH]c2ccccc12 | -1 | -3 | -6 | -125 | -5 | -16 | 2 | 1 | -184 | -9 | -22
COc1cccc(CC(=O)OCC(=O)NCc2ccc3c(c2)OCO3)c1 | -1 | 14 | 9 | 12 | -2 | -1 | nt | 7 | 2 | -6 | 6
CCCCCNC(=O)C1CC=CCC1C(=O)O (stereo not drawn) | 9 | 4 | -15 | 13 | nt | 2 | 3 | 1 | 12 | 7 | -4
COC(=O)c1ccc(COc2ccc(C)c(C)c2)o1 | -84 | 3 | -139 | -207 | -11 | -32 | -2 | 4 | -177 | 3 | 2
O=C(O)c1cccc(S(=O)(=O)N(Cc2ccccc2)c2ccc(Cl)cc2)c1 | 10 | -6 | 7 | 3 | -3 | -16 | 1 | 11 | 14 | -13 | 6
Nc1nn2c(C(F)(F)F)cc(=O)[nH]c2c1N=Nc1cccc(F)c1 | -8 | 4 | -9 | -4 | nt | -2 | 3 | -1 | -6 | -3 | 8
O=C(Cc1ccccc1)Nc1ncccc1Cl | nt | -2 | -27 | 11 | 1 | -5 | -2 | 9 | 9 | 1 | -8
COc1cccc(C(=O)NC2CCNCC2)c1 | -2 | -3 | 20 | 3 | -9 | -3 | -2 | 5 | 16 | 0 | -9
COc1ccc(Br)cc1/C=N/n1c(C)nc2ccccc2c1=O | -12 | 0 | 16 | 13 | -21 | 15 | nt | -3 | 3 | -9 | 22
Cc1ccc(N=C2SCCCN2C(=O)C2=COCCO2)cc1Cl | -6 | -1 | -23 | -3 | -6 | 5 | -1 | -1 | -11 | -12 | 4
